# MEKK2 mut-MEK5: signal of MEK5 binding to mutant human MEKK2 PB1 domain; bead flow cytometry, Alexa488-MEK5 binding to MEKK2 mutant; AID 1530; hit rate 0.35% among 290,000; percent response, % at 10 µM; in the data active = percent response above about 24%, passing the limit was not always enough; also: inactives centre near 1; some results filed as inactive read as strong as hits
# NALP1 inh: NALP1 inhibition | S. cerevisiae NALP1/ASC/caspase-1 growth, X-gal OD620, 72 h | inhibition, % at 10 µM | hit rate 0.61% among 280,000; in the data active = inhibition mostly above about 24%, no sharp cut-off; inactive = mostly below about 32%; also: some compounds called inactive have numbers as strong as hits
# OXTR ag: activates the human oxytocin receptor | P30559 | CHO-OTR cells, Fluo-8 calcium fluorescence; normalized: DMSO 0%, oxytocin 100% | activation, % at 3 µM | hit rate 0.32% among 320,000 | AID 2435;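 active = activation above the mean of all tested compounds plus 3 SD, cutoff set per screening run, cut at about 20% in these data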;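 also: peak over basal fluorescence ratio from a 100 s FLIPR kinetic read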
# Target sequence (P30559 whole entry, looked up): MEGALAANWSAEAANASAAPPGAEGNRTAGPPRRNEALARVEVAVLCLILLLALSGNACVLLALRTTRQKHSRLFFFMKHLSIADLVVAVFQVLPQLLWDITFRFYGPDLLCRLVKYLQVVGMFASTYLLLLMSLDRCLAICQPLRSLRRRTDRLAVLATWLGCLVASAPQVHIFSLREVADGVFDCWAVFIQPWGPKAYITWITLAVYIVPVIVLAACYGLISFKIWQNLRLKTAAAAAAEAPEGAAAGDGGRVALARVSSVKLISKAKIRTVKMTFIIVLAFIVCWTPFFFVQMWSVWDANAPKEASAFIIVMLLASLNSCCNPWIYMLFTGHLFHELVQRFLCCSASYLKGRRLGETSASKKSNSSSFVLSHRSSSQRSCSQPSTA
# GPR7 antag: blocks human GPR7 receptor signaling; P48145; GPR7-expressing cells, fluorescence antagonist assay; inhibition, % at 4.4 µM; hit rate 1.1% among 290,000; AID 1861; in the data active = inhibition above about 16%, passing the limit was not always enough;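 also: cells stimulated with the agonist NPW; 0% = agonist with vehicle and 100% = vehicle without agonist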
# OXTR potentiate: potentiators of human oxytocin receptor | AID 2445 | activation, % at 3 µM | hit rate 0.061% among 320,000 | P30559 | CHO-OTR cells, Fluo-8 calcium fluorescence, potentiator mode; 0% = oxytocin EC15, 100% = EC100;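 active = activation above that plate's cutoff, the mean activation of tested compounds plus 3 SD, cut at about 6.6% in these data, passing the limit was not always enough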;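 also: 100% uses oxytocin at 75 nM as the full agonist control; some results filed as inactive read as strong as hits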
#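 Dosing: Single dose, 3.0 µM nominal final compound concentration | Material: Human OTR in CHO cells | Technique: Kinetic Fluo-8 calcium fluorescence | Benchmarks: EC15 oxytocin alone as 0%, 75 nM oxytocin as 100% | Probe or stimulus: Oxytocin at about EC15, sub-maximal agonist stimulus | Incubation: Compound 6 min at room temperature before oxytocin, 100 s read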
# PfM18AAP inh: blocks P. falciparum M18 aspartyl aminopeptidase; recombinant PfM18AAP, H-Glu-NHMec fluorogenic cleavage; inhibition, % at 7.35 µM; hit rate 1.2% among 290,000; AID 1822;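 active = inhibition above the campaign mean inhibition over all tested compounds plus 3 SD, cut at about 28% in these data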;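 also: 0% = plate median of test compound wells and 100% = 2 mM ZnCl2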
# GalR3 antag: human GalR3 antagonism. AID 651719. O60755. HEK293 GalR3-CNG cAMP membrane potential fluorescence; galR3 body fused to GalR1 C-terminus. hit rate 0.44% among 360,000. inhibition, % at 3 µM;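 active = inhibition above the screen-wide average plus 3 SD, cut at about 13% in these data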;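 also: forskolin and galanin both at EC90 stimulate the cells; cAMP rise reported by CNG channel membrane potential dye signal; 0% = forskolin plus galanin with DMSO and 100% = forskolin alone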
# Target sequence (O60755 1-299 limits assumed): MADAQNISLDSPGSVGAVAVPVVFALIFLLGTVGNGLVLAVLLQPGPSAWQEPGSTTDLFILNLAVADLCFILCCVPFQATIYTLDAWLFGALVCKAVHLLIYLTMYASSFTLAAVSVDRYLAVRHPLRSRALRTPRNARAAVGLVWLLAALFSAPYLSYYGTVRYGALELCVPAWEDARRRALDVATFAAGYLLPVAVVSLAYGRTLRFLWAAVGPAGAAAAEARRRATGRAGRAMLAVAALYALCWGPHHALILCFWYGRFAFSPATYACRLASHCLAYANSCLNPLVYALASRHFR
# MEKK2wt PB1 HTS: raises or lowers MEK5 binding to wildtype human MEKK2 PB1 domain; hit rate 1.1% among 290,000; binding response (% of control), % at 10 µM; Q9Y2U5; bead flow cytometry, Alexa488-MEK5 binding to MEKK2 WT; actives lie on both sides; in the data active = binding response below about 67% or above about 130%
# V1R ag counter: counter-screen for oxytocin receptor agonists: human V1a receptor agonists; AID 2797; hit rate 0.25% among 320,000; CHO-V1R cells, Fluo-8 calcium fluorescence, agonist mode; 0% DMSO, 100% 3 nM vasopressin; activation, % at 3 µM; P37288;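 active = activation above the mean activation of all tested compounds plus 3 SD, per screening run, cut at about 20% in these data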;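 also: signal is peak over basal fluorescence ratio across a 100 second FLIPR read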
# Target sequence (P37288 whole entry, looked up): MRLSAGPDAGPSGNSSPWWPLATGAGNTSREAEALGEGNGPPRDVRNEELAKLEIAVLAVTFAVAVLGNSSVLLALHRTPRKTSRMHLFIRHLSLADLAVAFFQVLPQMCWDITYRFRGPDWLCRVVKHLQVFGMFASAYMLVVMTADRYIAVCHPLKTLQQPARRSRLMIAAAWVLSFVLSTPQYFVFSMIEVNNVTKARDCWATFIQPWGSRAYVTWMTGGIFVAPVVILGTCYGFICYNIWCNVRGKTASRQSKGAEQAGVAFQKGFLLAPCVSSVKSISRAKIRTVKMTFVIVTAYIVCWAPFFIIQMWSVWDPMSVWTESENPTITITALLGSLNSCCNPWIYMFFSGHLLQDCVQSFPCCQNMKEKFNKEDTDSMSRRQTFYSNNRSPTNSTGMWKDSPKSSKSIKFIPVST
# Starred values were filed as active, the others as inactive; . = not tested or not shown.
[1] COc1ccc(CNC(=O)c2nnn(CC(=O)Nc3cc(C)cc(C)c3)c2N)cc1
[2] CCOc1ccccc1N(CC(=O)Nc1ccc(OC)cc1)S(=O)(=O)c1ccccc1
[3] O=C(c1ccc([N+](=O)[O-])o1)N1CCN(c2nc3ccc(F)cc3s2)CC1
[4] CCN(CC)S(=O)(=O)c1ccc(OC)c(NC(=O)Cn2cnc3c2c(=O)n(C)c(=O)n3C)c1
[5] C=CCn1c(-c2ccc(Cl)cc2)cnc1SC(C)C(N)=O (configuration not stated)
[6] OCCN(CC#CC(O)(c1ccccc1)c1ccccc1)CCO
[7] Cc1ccc(S(=O)(=O)Nc2ccc(C(=O)NCc3ccncc3)cc2)cc1
[8] CC(C)(C)NCC(O)COc1ccccc1C(C)(C)C (configuration not stated)
compound no.,1,2,3,4,5,6,7,8
MEKK2 mut-MEK5,-1,5,.,-13,5,12,6,-2
NALP1 inh,36,-8,.,-7,17,10,10,2
OXTR ag,0.2,-2.0,0.5,1.4,0.3,0.3,-0.1,5.7
GPR7 antag,1,-2,.,-1,-12,-12,-1,3
OXTR potentiate,-4,-7,-1,-5,-7,0,-8,-8
PfM18AAP inh,-11,-7,.,2,6,0,2,4
GalR3 antag,6,-8,0,-1,-2,-4,0,-8
MEKK2wt PB1 HTS,101,106,.,83,102,102,105,105
V1R ag counter,2.4,-0.3,0.8,0.3,1.3,-0.1,0.8,1.9

[9] O=C1C(Cc2ccccc2)S/C(=N/N=C/c2ccco2)N1c1ccccc1 (configuration not stated)
[10] CCOc1ccc(OCCCCN(C)C)cc1
[11] CCOC(=O)CN1C(=O)N[C@@H](c2cccc(C(F)(F)F)c2)C(C(=O)OC)=C1C
[12] CCn1c(SCC(=O)NCCOc2ccccc2)nc2ccccc2c1=O
[13] CCCCN(CC)C(=O)Cc1c(C(=O)O)[nH]c2ccc(Cl)cc12
[14] CCCCN(C)C(=O)c1c[nH]c2ccc(S(=O)(=O)N3CCOCC3)cc2c1=O
[15] CCCCn1c(SCC(N)=O)nnc1-c1cc(OC)c(OC)c(OC)c1
[16] Cc1ccc2sc(N(CCCN(C)C)C(=O)c3nc4ccccc4s3)nc2c1C
compound no.,9,10,11,12,13,14,15,16
MEKK2 mut-MEK5,5,0,-3,0,7,-2,5,33
NALP1 inh,3,-6,.,-5,9,5,20,12
OXTR ag,3.5,-0.1,1.6,-2.2,-0.3,-0.2,.,5.8
GPR7 antag,-11,9,.,11,-12,13,-12,2
OXTR potentiate,-13,-5,-3,0,-2,-5,.,-3
PfM18AAP inh,-14,-6,.,-19,-3,0,-3,-5
GalR3 antag,-5,-2,-5,-3,-2,0,.,-2
MEKK2wt PB1 HTS,101,101,97,99,105,103,106,144*
V1R ag counter,-0.6,0.1,1.5,-0.2,0.7,0.2,.,2.0

# Whole records, quoted from the list. Order of values: MEKK2 mut-MEK5 | NALP1 inh | OXTR ag | GPR7 antag | OXTR potentiate | PfM18AAP inh | GalR3 antag | MEKK2wt PB1 HTS | V1R ag counter
# Listed for `CCCCN(C)C(=O)c1c[nH]c2ccc(S(=O)(=O)N3CCOCC3)cc2c1=O` = -2 | 5 | -0.2 | 13 | -5 | 0 | 0 | 103 | 0.2
# Listed for `CCOC(=O)CN1C(=O)N[C@@H](c2cccc(C(F)(F)F)c2)C(C(=O)OC)=C1C` = -3 | . | 1.6 | . | -3 | . | -5 | 97 | 1.5
# Listed for `Cc1ccc2sc(N(CCCN(C)C)C(=O)c3nc4ccccc4s3)nc2c1C` = 33 | 12 | 5.8 | 2 | -3 | -5 | -2 | 144* | 2.0
# Listed for `CCCCn1c(SCC(N)=O)nnc1-c1cc(OC)c(OC)c(OC)c1` = 5 | 20 | . | -12 | . | -3 | . | 106 | .

# Remaining list, next part.
[17] COc1ccc(C)cc1S(=O)(=O)NCC(c1ccc2c(c1)OCO2)N1CCN(C)CC1 (configuration not stated)
[18] Cc1ccc2oc(=O)c3cnn(CC(=O)N(Cc4ccco4)C4CCCCC4)c3c2c1
[19] COc1ccc2oc(=O)c(NC(=O)C3CCCCC3)cc2c1
[20] Cc1ccc(C(=O)NNC(=O)CCC(=O)NCc2ccccc2)cc1Br
[21] CC1(C)CC(NC(=O)c2cc(S(=O)(=O)N3CCCCC3)ccc2Cl)CC(C)(C)N1
[22] CN(C)C(=O)c1ccc(NC(=O)CN2CCc3cc4c(cc3C2)OCCCO4)cc1
[23] O=C1COc2cc(ccc2[N+](=O)[O-])Oc2ccc(cc2Cl)C(=O)CCCCO1
[24] O=C(CCN1C(=O)/C(=C/c2ccc(F)cc2)SC1=S)Nc1cccnc1
compound no.,17,18,19,20,21,22,23,24
MEKK2 mut-MEK5,.,7,-5,2,9,4,.,1
NALP1 inh,.,12,3,-2,11,2,.,6
OXTR ag,1.8,-1.4,0.4,.,-0.3,-0.7,2.5,0.1
GPR7 antag,.,-5,2,-8,-12,-6,.,-11
OXTR potentiate,-7,1,-3,.,4,-4,-7,5
PfM18AAP inh,.,-5,-5,2,3,-4,.,3
GalR3 antag,-5,.,-5,-3,0,0,-1,-3
MEKK2wt PB1 HTS,.,103,95,102,105,101,.,100
V1R ag counter,1.0,-0.4,0.1,.,0.3,0.4,1.1,1.6

[25] CCOc1ccc(N2C(=O)CC(NCCNc3ccc(C(=O)c4cccs4)cc3)C2=O)cc1 (configuration not stated)
[26] CCN(CC)c1ccc(NC(=S)NC(=O)Cc2ccccc2)cc1
[27] Cc1ccc2nc(C)c(C(=O)N/N=C/c3cccs3)n2c1
[28] Cc1ccc(NC(=O)C2CCN(S(C)(=O)=O)CC2)cc1Cl
[29] CCc1ccc(-c2cc(C(=O)O)c3ccccc3n2)s1
[30] CC1CCN(C(=O)c2cc(Cl)ccc2NC(=O)c2ccco2)CC1
[31] O=C(CCC(=O)NNC(=O)c1ccc([N+](=O)[O-])cc1)NCc1ccccc1
[32] CCCOc1ccc(C2c3c(oc4ccccc4c3=O)C(=O)N2CCN(CC)CC)cc1OC (configuration not stated)
compound no.,25,26,27,28,29,30,31,32
MEKK2 mut-MEK5,-3,0,0,0,4,1,2,9
NALP1 inh,16,16,21,14,4,-9,1,22
OXTR ag,-1.7,0.1,0.3,2.2,.,0.2,-0.1,-0.5
GPR7 antag,-4,-17,-2,-6,5,-19,-3,13
OXTR potentiate,0,-8,1,5,.,6,-2,-10
PfM18AAP inh,-10,10,-7,0,-14,-11,5,8
GalR3 antag,3,-4,-4,-4,8,-9,0,-3
MEKK2wt PB1 HTS,97,102,103,100,100,101,103,102
V1R ag counter,-0.1,2.0,0.1,1.8,.,-0.5,0.7,0.9

[33] O=C(Cc1n[nH]c(=O)c2ccccc12)N/N=C/c1cc2c(cc1Cl)OCO2
[34] O=C(Nc1ccccc1)Nc1nc(-c2ccc(Cl)cc2)cs1
[35] O=C(Oc1ccccc1C(=O)Nc1ccccc1)c1ccccc1Br
[36] CCOc1ccc(C(=O)N/N=C/c2cccc3cccnc23)cc1
[37] COC(=O)c1cc(OC)c(OC)cc1NC(=O)c1c(-c2ccccc2Cl)noc1C
[38] N=C1C(=O)OCC1c1cc(Cl)ccc1NC(=O)Nc1ccccc1 (configuration not stated)
[39] CC1CN(C(=O)c2c(Br)cnn2C)CC(C)O1 (configuration not stated)
[40] O=C(NC1CCN(C(=O)Nc2ccccc2Cl)CC1)c1ccccc1
compound no.,33,34,35,36,37,38,39,40
MEKK2 mut-MEK5,1,-8,1,-5,1,4,-2,-3
NALP1 inh,21,24,37,41,-4,9,24,2
OXTR ag,1.8,0.5,-1.6,-1.9,-1.0,0.6,1.4,0.6
GPR7 antag,0,-5,19,-9,2,0,-9,8
OXTR potentiate,-6,-5,-5,-7,-1,-10,-2,-12
PfM18AAP inh,-3,-3,15,2,1,13,-1,-1
GalR3 antag,9,2,2,-1,-4,-4,-10,-4
MEKK2wt PB1 HTS,98,78,99,96,99,96,104,90
V1R ag counter,3.3,0.9,-0.6,-0.1,-0.6,4.2,0.0,1.0

[41] C=CCOc1ccc(/C=C/C(=O)OCC(=O)NCC2CCCO2)cc1 (configuration not stated)
[42] c1ccc(Cn2cc(-c3ccccc3)cn2)cc1
[43] Cc1nc(NC(=O)c2cc(-n3cnnc3)ccc2Cl)ccc1Br
[44] Cc1nc(C(F)(F)F)ccc1C(=O)Nc1ccccc1N1CCOCC1
[45] CC1=C/C(=C\c2ccc3c(c2)OCO3)C(=O)S1
[46] O=C(O)c1cc(Cl)c2c(c1)OCO2
[47] Cc1cc(C(=O)COc2ccc(F)cc2Br)c(C)n1C
[48] CCOC(=O)C(=NC(C)C)NNc1cc(Cl)ccc1Cl
compound no.,41,42,43,44,45,46,47,48
MEKK2 mut-MEK5,.,.,1,5,.,12,-2,0
NALP1 inh,.,.,12,18,0,.,10,26
OXTR ag,2.2,-1.3,-0.3,-0.2,-2.2,0.7,-2.4,-2.2
GPR7 antag,.,.,-5,5,-15,-14,-9,-8
OXTR potentiate,-7,-4,-2,-6,-9,7,-19,-8
PfM18AAP inh,.,.,5,-11,16,-8,1,0
GalR3 antag,-4,-1,-2,-3,1,2,5,-2
MEKK2wt PB1 HTS,.,.,101,108,.,111,98,104
V1R ag counter,2.6,-0.1,1.4,0.1,-1.1,1.0,-1.2,0.0

[49] Cc1ccc(N(CC(=O)N2CCN(C3CCCCC3)CC2)S(=O)(=O)c2cccnc2)cc1
[50] Cc1c2cnn(CC(=O)NCCCN3CC(C)CC(C)C3)c(=O)c2c(C)n1Cc1ccc(Cl)cc1 (configuration not stated)
[51] Oc1ccc2ccccc2c1C1Nc2cccc3cccc(c23)N1
[52] Cc1ccc(CNCCC2=CCCCC2)cc1
[53] COc1ccc2[nH]c(=O)c(CNc3ccccc3C)cc2c1
[54] O=C(CCn1c(SCC(=O)c2ccccc2)nc2ccccc2c1=O)NCc1ccc(F)cc1
[55] COc1ccccc1C(=O)NC(=O)COC(=O)C1CC1C (configuration not stated)
[56] COC(=O)CNC(=O)CNC(=O)Nc1ccccc1
compound no.,49,50,51,52,53,54,55,56
MEKK2 mut-MEK5,3,6,-5,4,-12,-10,.,-1
NALP1 inh,28,7,1,18,6,-4,.,11
OXTR ag,0.9,-0.5,0.5,4.0,-0.5,0.3,-1.2,0.1
GPR7 antag,9,5,-2,7,-6,-7,.,-3
OXTR potentiate,-4,-9,-4,1,-3,0,-3,-4
PfM18AAP inh,5,-5,-6,-12,10,4,.,-3
GalR3 antag,-5,-6,.,-5,1,-5,-4,-4
MEKK2wt PB1 HTS,102,132,93,114,90,85,.,102
V1R ag counter,1.0,-0.2,-0.5,-0.1,-0.6,0.4,0.3,0.0

[57] COc1cc(C(C)=O)ccc1Oc1ncnc2c1cnn2-c1ccc(F)cc1
[58] CC(C)NCC(O)c1ccc(O)c(O)c1 (configuration not stated)
[59] CCSc1nnc(NC(=O)c2csc3c2CCCC3)s1
[60] COc1ccc(CN2CC(=O)N(c3cc(Cl)ccc3OC)C2=S)cc1OC
[61] CC(=O)N1c2ccc(S(=O)(=O)NCCC(=O)NCc3ccc(F)cc3)cc2CC1C (configuration not stated)
compound no.,57,58,59,60,61
MEKK2 mut-MEK5,20,5,1,2,-1
NALP1 inh,17,-2,-10,-3,11
OXTR ag,0.1,0.6,-0.9,3.1,1.0
GPR7 antag,6,-29,7,-10,-19
OXTR potentiate,1,2,-6,-9,-1
PfM18AAP inh,2,66*,0,-1,-3
GalR3 antag,-9,-7,-1,-5,3
MEKK2wt PB1 HTS,111,99,99,102,99
V1R ag counter,1.1,0.0,-0.8,4.9,1.4
